Source: PubChem
Plk1 PBD FP: Plk1 (human) PBD binding inhibition; Plk1 PBD phosphopeptide binding, fluorescence polarization; P53350; inhibition, %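 (tested at about 20 µM)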; 97,000 tested, 0.13% active; in the data active = inhibition above about 34%, passing the limit was not always enough
LYP inh 2: LYP (human) phosphatase inhibition | Q9Y2R2 | recombinant LYP catalytic domain, DiFMUP fluorescence | inhibition, % at 2 µM | 96,000 tested, 0.21% active;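 active = inhibition at 2 µM at or above a set limit, the screen mean plus 3 SD, cut at about 24% in these data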;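 also: 0% = DMSO with enzyme and 100% = enzyme fully blocked by orthovanadate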
FAK blocker: inhibitors of human focal adhesion kinase; biochemical FAK kinase activity assay; inhibition, %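 (tested at 7 µM)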; 97,000 tested, 0.84% active; in the data active = inhibition above about 19%;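 also: 0% = DMSO and 100% = reference compound high control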
F-actin modifier: modifiers of cytoskeleton assembly. 91,000 tested, 0.18% active. inhibition, % at 2 µM. HUVEC TNFa F-actin phalloidin imaging, high content;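 active = inhibition above the batch mean plus 3 SD and confirmed as a hit by visual image inspection, cut at about 30% in these data, passing the limit was not always enough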; also: strong numbers were not always called active
PTK2B oligo ant: blocks oligomerization of human Pyk2 in cells | 99,000 tested, 0.83% active | AID 1347419 | Q293 cells, Pyk2 FERM NanoBiT luminescence; hits give low values | Q14289 | z-score (the deposit names both 25 µM and 10 µM);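 active = Z-score of -3 or lower, scaled per plate to the spread of control and sample wells; inactive = z-score above -3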;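 also: negative z-score means lost luminescence so less FERM oligomerization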
PLK1 inh: blocks human PLK1 kinase activity; AID 619; inhibition, % at 10 µM; recombinant PLK1 kinase, TR-FRET peptide phosphorylation; 97,000 tested, 0.53% active;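 active = inhibition of 50% or more in the single-concentration screen; inactive = inhibition below 50%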;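 also: 0% = DMSO max control and 100% = H-89 dihydrochloride min control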
PTPN22 act: activators of human LYP (PTPN22) phosphatase; recombinant LYP, DiFMUP fluorescence; 0 = plate median, 100 = signal doubled; activation, % at 2 µM; 96,000 tested, 0.11% active; AID 697;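 active = activation at 2 µM above a set limit, the mean plus 5 SD, cut at about 37% in these data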
EphB4 antag: antagonists of human EphB4-ephrin-B2 interaction. inhibition, % at 7 µM. 97,000 tested, 0.15% active. EphB4 LBD / TNYL-RAW-Alexa532 peptide, fluorescence polarization. P54760;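 active = inhibition above the screen-wide mean inhibition plus 3 SD, cut at about 15% in these data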;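 also: 0% = DMSO wells and 100% = excess unlabeled TNYL-RAW peptide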
Target sequence (P54760 whole entry, looked up, the tested form may be a part): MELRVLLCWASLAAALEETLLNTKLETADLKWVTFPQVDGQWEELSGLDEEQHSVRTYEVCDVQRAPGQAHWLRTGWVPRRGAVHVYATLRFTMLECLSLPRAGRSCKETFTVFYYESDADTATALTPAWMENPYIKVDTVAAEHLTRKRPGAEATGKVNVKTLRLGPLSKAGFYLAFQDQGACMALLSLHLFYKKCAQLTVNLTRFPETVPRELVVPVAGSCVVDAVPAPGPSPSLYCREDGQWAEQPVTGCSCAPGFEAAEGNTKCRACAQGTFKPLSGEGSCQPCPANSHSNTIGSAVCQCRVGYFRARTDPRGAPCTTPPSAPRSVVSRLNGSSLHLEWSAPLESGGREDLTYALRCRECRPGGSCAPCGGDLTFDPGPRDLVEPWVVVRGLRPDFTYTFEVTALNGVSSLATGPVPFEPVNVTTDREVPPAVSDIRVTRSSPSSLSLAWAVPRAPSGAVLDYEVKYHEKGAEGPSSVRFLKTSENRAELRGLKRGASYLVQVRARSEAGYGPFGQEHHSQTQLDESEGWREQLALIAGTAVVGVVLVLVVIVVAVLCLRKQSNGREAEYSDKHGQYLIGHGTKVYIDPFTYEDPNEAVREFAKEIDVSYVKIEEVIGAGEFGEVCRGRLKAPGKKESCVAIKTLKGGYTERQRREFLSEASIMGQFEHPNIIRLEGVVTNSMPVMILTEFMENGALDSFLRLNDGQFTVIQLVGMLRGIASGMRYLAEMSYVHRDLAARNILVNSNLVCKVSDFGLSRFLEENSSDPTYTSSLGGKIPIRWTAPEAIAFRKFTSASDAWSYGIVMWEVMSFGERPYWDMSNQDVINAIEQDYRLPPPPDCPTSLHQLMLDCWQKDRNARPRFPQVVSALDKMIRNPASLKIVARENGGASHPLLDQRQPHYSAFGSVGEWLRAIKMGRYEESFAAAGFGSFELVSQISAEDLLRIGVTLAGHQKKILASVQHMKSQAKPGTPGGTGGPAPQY
Rev-RRE block: HIV Rev-RRE protein-RNA interaction inhibition | P05866 | Rev peptide-RRE RNA binding, FRET | inhibition, % at 8 µM | 97,000 tested, 0.79% active | AID 704;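 active = inhibition above the screen-wide mean plus 3 SD, cut at about 35% in these data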;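 also: 0% = median DMSO wells and 100% = median Neomycin B control wells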
Target sequence (P05866 whole entry, looked up): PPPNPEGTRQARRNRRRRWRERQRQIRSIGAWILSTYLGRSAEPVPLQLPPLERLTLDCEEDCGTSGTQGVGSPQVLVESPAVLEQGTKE
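Test system – labelled RRE RNA duplex and labelled Rev peptide · Signal – fluorescein-to-Cy5 FRET, 480 nm excitation · Evaluation – % inhibition of FRET ratio versus controls · Benchmarks – DMSO low control, neomycin B high control · Incubation – 5 min RNA-compound premix plus 15 min binding step, 25 °C · Medium – HEPES pH 7.5 salt buffer with EDTA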
* hit, by the source's call; i = inactive; x = no result given.

SMILES	Plk1 PBD FP	LYP inh 2	FAK blocker	F-actin modifier	PTK2B oligo ant	PLK1 inh	PTPN22 act	EphB4 antag	Rev-RRE block
COc1ccc(CCn2nnnc2C(c2ccccc2)N2CCN(C)CC2)cc1OC (stereo not given)	-9	4	-4	x	0.7	-4	-3	-6	-8
O=C(CN1CCCCC1)Nc1nnc(-c2ccc([N+](=O)[O-])cc2)s1	i	4	-5	2	-1.5	0	-6	-6	-3
N#CC1=C(N)OC2=C(C(=O)CCC2)C1C1CC=CCC1 (stereo not given)	-17	-18	0	x	-0.15	-2	16	1	0
CC1=C(C#N)C(NC(=O)C2CCCCC2)(C(F)(F)F)C(=O)N1 (stereo not given)	-9	5	-3	-15	-0.32	-4	-1	0	0
O=C(Cn1nnc(-c2ccccc2)n1)Nc1ccccc1N1CCOCC1	-7	6	8	-2	-0.01	0	-8	-3	6
Cc1cc(C)c(C#N)c(SCCS(=O)(=O)c2ccc(C(C)(C)C)cc2)n1	14	8	2	-12	-0.94	-28	-6	-12	18
CN(C)c1cc(C(F)(F)F)nc(-c2ccccn2)n1	-10	9	2	21	-0.13	-15	-7	-2	3
Cc1ccc(Cc2cnc(NC(=O)/C(C#N)=C/c3ccc(-c4cccc([N+](=O)[O-])c4)o3)s2)cc1	12	14	-5	1	0.5	-6	-11	0	6
CCCCCc1nnc(NC(=O)C(=O)OCC)s1	11	1	-1	2	1.9	-8	3	-5	0
CC(C)(O)C1=NOC(c2ccccc2)C1 (stereo not given)	4	9	1	-6	0.66	-3	-12	-4	4
CC(C)CN(CC(C)C)S(=O)(=O)N1CCC(C(=O)NCc2ccc(F)cc2)CC1	21	11	-10	-31	1.2	-3	-13	-3	7
COc1ccccc1NC(=O)COc1cc(C)nc(C(C)C)n1	12	-2	-2	-5	0.67	-16	0	3	3
COc1ccc(C2=NOC3(CC(=O)N(c4ccc5ccccc5c4)C3=O)C2)c(OC)c1 (stereo not given)	-2	-4	-5	-10	0.14	-1	7	-4	-2
COc1cc(/C=N/NC(N)=S)ccc1OCC(=O)Nc1ccc(C)c(C)c1	-15	3	0	-2	-0.78	-19	-1	-4	-4
Oc1ccc(/C=N/NC2=NCCCCC2)c(O)c1	-9	9	2	0	1.3	-10	-10	2	0
CC(NO)/C(=N\O)c1cccs1 (stereo not given)	21	-2	-2	4	0.17	-2	-1	-4	4
COc1ccc(CCNC(=S)NC(=O)c2ccccc2)cc1OC	20	4	1	15	0.45	-10	-1	0	2
CCOC(=O)COc1ccc(/C=C/[N+](=O)[O-])c(OCC(=O)OCC)c1	-1	-4	1	-4	-1.6	1	6	-9	-2
NC(=O)C1CCN(c2nc(-c3ccccc3)nc3c2oc2ccccc23)CC1	-12	13	-3	17	-0.59	-6	-14	-2	12
COc1cccc(OCc2nc3c4cnn(-c5ccccc5)c4ncn3n2)c1	-12	1	-1	0	0.02	-3	2	2	1
CC(C)c1ccc(O)c(NC(=O)c2cccnc2)c1	-6	6	-1	-12	0.32	3	-7	0	3
CCc1cc(-c2n[nH]c(=S)n2N)n(C)n1	-11	-6	1	-8	-0.38	-7	8	-11	1
Cc1ccc(NC(=O)/C(=C/c2cccc([N+](=O)[O-])c2)NC(=O)C2CCCCC2)cc1	6	13	0	-16	0.67	-10	-10	2	4
O=C(COC(=O)C1=Cc2ccccc2OC1)NC1CCCC1	13	7	1	10	0.06	-12	-4	2	-2
O=S(=O)(c1ccccc1)c1nc(-c2cccs2)oc1NCC1CCCO1 (stereo not given)	23	-9	1	6	-0.76	-6	8	-2	4
CN(C)CCNc1oc(COc2cccc(Cl)c2)nc1C#N	-18	0	6	18	0.07	-4	1	2	2
O=C(CNS(=O)(=O)c1ccc(Br)s1)Nc1ccc2c(c1)OCCO2	-5	-7	-2	7	2.3	7	4	0	4
CCOC(=O)c1[nH]c2ccc(C)cc2c1NC(=O)CN1CCCCC1	22	0	1	24	0.04	-12	4	-3	6
Cc1cc(C)c2nc(C(F)(F)F)nc(N3CCN(C(=O)c4ccco4)CC3)c2c1	6	-9	3	2	-0.75	-9	4	-3	8
CN1C(=O)NC(c2ccccc2)C2=C1CN(c1ccc3ccccc3c1)C2=O (stereo not given)	-2	3	18	4	-1	-15	0	0	-4
CC1CCC(C(C)C)C(OC(=O)COC(=O)c2ccc(=O)[nH]c2)C1 (stereo not given)	-12	-6	0	19	-0.17	-6	6	6	7
CCCOc1ccc(C(=O)NC(=S)Nc2nc(C)c(C(=O)N(C)C)s2)cc1	6	2	-2	0	-0.62	-8	-2	0	-5
COc1ccc(/C=N/OCC(=O)N2CC3(C)CC2CC(C)(C)C3)cc1 (stereo not given)	-7	7	-6	-11	-0.75	1	-5	-1	1
COCc1cc(=O)[nH]c(/N=C(\N)Nc2cccc(C)c2)n1	-40	-2	-1	-5	0.53	-4	-1	-2	-3
COc1cccc(N2CCN(C(=O)Nc3ccc4c(c3)NC(=O)CO4)CC2)c1	16	14	1	-23	2.6	-10	-12	-6	-1
COc1ccc(CCNC(=O)C2=COCCO2)cc1	-8	8	1	4	2.4	-11	-6	-2	6
CC(=O)N(CCCc1ccc(C(C)(C)C)cc1)CCCN(C)C	-3	2	7	-45	-0.28	-6	-6	8	9
CCCCn1nnnc1SCC(=O)N1CCCC1	-3	3	-2	-7	-0.21	-8	-3	-6	3
CCCCCCCCCCSc1n[nH]c(NC(C)=O)n1	9	2	2	3	1.4	0	-3	3	18
CC(=O)C1=C(O)C(=O)N(c2nnn(C)n2)C1c1cccs1 (stereo not given)	-6	-4	-7	9	x	-12	1	1	3
CCOC(=O)CNC(=O)CSc1nnc(-c2ccncc2)n1-c1ccc(Cl)cc1	-2	1	1	14	0.45	-10	1	5	5
CCC(=O)Nc1cc(=O)[nH]c2ncnn12	-18	-1	-2	2	0.24	-9	0	3	9
O=[N+]([O-])c1cccc(/C=N/Nc2nccnc2Cl)c1	-8	19	3	9	0.46	-9	-15	-2	2
COc1ccccc1-c1nnc2n1N=C(c1ccc(O)c(O)c1)CS2	4	12	9	2	-1.2	25	-13	6	2
O=C(c1cccc(S(=O)(=O)N2CCCCC2)c1)N1CCN(S(=O)(=O)c2ccc(F)cc2)CC1	-2	5	1	-6	1.6	-4	-5	0	3
COc1cc(S(=O)(=O)N2CCCCC2)ccc1NC(=O)Cc1ccccc1	-26	10	-1	-9	-1.7	-8	-8	1	8
Cc1noc(C)c1C(=O)OCC(=O)NC(c1ccccc1)c1ccccc1	-12	-2	2	22	0.49	-9	-2	0	10
Cc1ccc(C2C(C(=O)c3sc(C)nc3C)=C(O)C(=O)N2CCN(C)C)o1 (stereo not given)	-22	-16	0	-4	0.24	-4	14	-1	8
CCc1nnc(NC(=O)CSc2nnc(CSc3nc(C)cc(C)n3)n2C)s1	6	-4	-5	-12	0.78	5	2	1	-2
COc1ccccc1NC(=O)COc1ccc(C(=O)OCC(=O)N(C(C)C)C(C)C)cc1OC	-1	-2	5	1	0.48	-13	2	-3	5
O=C1c2ccccc2C(=O)N1CCSc1n[nH]c(=S)s1	4	1	-2	8	0.73	-8	0	1	5
CC(NC(=O)CCCCCN1C(=O)c2ccccc2C1=O)c1ccc2c(c1)CCCC2 (stereo not given)	-32	2	-5	40	0.33	-8	1	4	4
CCOC(=O)Nc1ccc(S(=O)(=O)N2CCOCC2)cc1	-7	2	3	7	1.1	-19	-4	-4	7
NS(=O)(=O)c1ccc(Nc2nc(-c3ccc(O)cc3O)cs2)cc1	17	0	5	-21	-0.43	72*	0	-5	4
CCc1cccc(NC(=O)c2ccc(Br)o2)c1	0	-3	1	4	-0.59	-4	1	1	-3
COc1ccc2c(c1)N(C(=O)CN1C(=O)C3CCCCC3C1=O)C(C)(C)C=C2C (stereo not given)	-22	5	3	12	-0.24	-13	-6	3	6
COc1ccc(-c2nn(C)c(=O)c3ccccc23)cc1NC(=O)Cn1nc(C)c2ccccc2c1=O	15	-9	1	-5	-1.5	-4	4	-8	-3
Cc1cc(S(=O)(=O)NCCc2ccccc2)c(C)s1	6	-1	3	-1	-0.98	-1	-2	1	12
COc1ccc(C(=O)OC2CCN(C)CC2)cc1	9	-2	0	-3	-0.78	-13	2	-4	1
CCOC(=O)CC1(c2ccccc2)CCOC(C)(C)C1 (stereo not given)	8	7	5	-4	2.1	-8	-9	-1	2
Continued:
SMILES	Plk1 PBD FP	LYP inh 2	FAK blocker	F-actin modifier	PTK2B oligo ant	PLK1 inh	PTPN22 act	EphB4 antag	Rev-RRE block
CCCCOc1ccccc1Cn1c(=O)oc2ccc(C)cc21	-14	11	-2	-2	-2.5	18	-14	-1	15
Cc1ccccc1C(=O)NC(NCc1ccco1)C(Cl)(Cl)Cl (stereo not given)	-19	3	0	3	0.13	-2	1	-3	5
CCOc1ccc(=O)n(-c2ccccc2)n1	24	-7	-9	14	-0.2	-1	6	1	1
Cc1ncc([N+](=O)[O-])n1CC(=O)NC1CCCC1	39	-3	-7	-10	0.06	-4	7	-1	3
CCOC(=O)CNC(=O)CSc1nc2cccnc2n1C1CCCCC1	4	-2	1	-2	1.6	0	1	-6	3
Cc1cccc(C2Nc3ccccc3C(=O)N2CCc2ccccc2)n1 (stereo not given)	-5	-12	2	34	-1.1	-8	10	5	10
CSc1ccccc1C(=O)Nc1ccc(C)c(C)c1	-9	-14	5	-19	0.44	-11	13	-2	0
C=CCn1c(NC(C)c2cc(Cl)ccc2O)nc2ccccc21 (stereo not given)	10	-3	3	2	x	-2	0	-4	10
CCCCOc1ccc(C(=O)Nc2ccc(N3CCN(C)CC3)cc2)cc1	-4	-1	4	0	-0.33	-10	-1	0	7
Brc1nnc2n1-c1ccccc1Sc1ccccc1-2	4	2	-1	-4	-0.05	-10	-2	-7	-2
O=C(O)CCCNC(=O)OCc1ccccc1	24	-14	-1	24	2.1	-5	13	1	5
Cc1ccc(CCNC(=O)C2CCN(C(=O)c3sccc3-n3cccc3)CC2)cc1	20	2	10	4	1.9	-17	-3	7	11
CCC(CC)NC(=O)c1ccc2c(c1)OCCO2	6	2	-1	12	0.28	-11	-3	9	5
COc1ccc(S(=O)(=O)N2CCc3ccccc32)cc1C(=O)OCc1c(C)noc1C	4	-3	-2	19	-1.5	-8	-1	-6	12
O=C(c1cccnc1)N1CCN(C(=O)c2ccccc2F)CC1	-6	4	-4	-7	-0.25	-5	0	-1	5
COc1ccc(NCC(=O)Nc2ccc(C#N)cc2)cc1Cl	-25	-6	1	-2	-0.59	1	5	2	6
CCc1ccc(NC(=O)C2CCCCC2C(=O)O)cc1 (stereo not given)	-25	-6	1	-13	1.1	-5	2	-4	11
COCCCNc1ncnc2nc[nH]c12	14	7	16	-14	x	32	-10	-2	5
Cc1nn(C)cc1C(N)=O	-8	-8	0	-13	-0.37	-10	8	-9	3

Arranged by molar mass (smallest number first): some entries from above.
SMILES	Plk1 PBD FP	LYP inh 2	FAK blocker	F-actin modifier	PTK2B oligo ant	PLK1 inh	PTPN22 act	EphB4 antag	Rev-RRE block
CCCCn1nnnc1SCC(=O)N1CCCC1	-3	3	-2	-7	-0.21	-8	-3	-6	3
N#CC1=C(N)OC2=C(C(=O)CCC2)C1C1CC=CCC1 (stereo not given)	-17	-18	0	x	-0.15	-2	16	1	0
CN(C)CCNc1oc(COc2cccc(Cl)c2)nc1C#N	-18	0	6	18	0.07	-4	1	2	2
O=C1c2ccccc2C(=O)N1CCSc1n[nH]c(=S)s1	4	1	-2	8	0.73	-8	0	1	5
CCOC(=O)CNC(=O)CSc1nnc(-c2ccncc2)n1-c1ccc(Cl)cc1	-2	1	1	14	0.45	-10	1	5	5
